# Screening data from PubChem.
# RECQ1 inh = qHTS Assay for Inhibitors of RecQ-Like Dna Helicase 1 (RECQ1); ATP-dependent DNA helicase Q1 (Homo sapiens), P46063; RECQ1 DNA unwinding, red fluorescence kinetic read; hit rate 0.54% among 240,000; Potency, µM (titrated, usually from 57.3 µM), inactives show at the highest dose activity, negative = inhibition, actives largely listed as inhibitors;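 also: plate controls were vehicle for no effect and no enzyme for full effect; nearly all actives have a fitted effect of over 30% in size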
# Target sequence (P46063 whole entry, looked up): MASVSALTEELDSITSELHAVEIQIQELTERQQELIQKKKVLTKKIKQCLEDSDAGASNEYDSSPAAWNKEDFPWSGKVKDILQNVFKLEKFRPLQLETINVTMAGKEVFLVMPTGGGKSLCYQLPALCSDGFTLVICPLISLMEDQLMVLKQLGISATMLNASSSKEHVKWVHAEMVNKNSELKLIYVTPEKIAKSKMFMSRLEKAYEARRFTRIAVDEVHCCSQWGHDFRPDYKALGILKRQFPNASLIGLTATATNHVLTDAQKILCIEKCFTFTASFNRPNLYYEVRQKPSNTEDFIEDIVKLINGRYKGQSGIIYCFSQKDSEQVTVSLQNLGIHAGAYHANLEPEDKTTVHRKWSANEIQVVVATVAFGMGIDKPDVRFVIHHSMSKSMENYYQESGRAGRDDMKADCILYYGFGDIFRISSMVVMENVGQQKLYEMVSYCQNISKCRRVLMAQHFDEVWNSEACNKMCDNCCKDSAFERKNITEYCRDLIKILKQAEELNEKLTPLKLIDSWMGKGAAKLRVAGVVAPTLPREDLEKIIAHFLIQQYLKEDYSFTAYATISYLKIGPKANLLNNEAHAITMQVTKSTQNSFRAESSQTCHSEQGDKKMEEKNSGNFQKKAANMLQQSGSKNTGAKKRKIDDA
#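 RECQ1T1 50 nM; forked duplex (20 bp + 30-nt ss tails) 200 nM, ATP 2 mM final; pH 8.0, 2 mM MgCl2, 2.5 ug/ml poly(dI-dC); 15 min compound preincubation; discontinuous kinetic read over 2 h at RT.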
# TR SRC2 fluor cs = Total Fluorescence Counterscreen for Inhibitors of the Interaction of Thyroid Hormone Receptor and Steroid Receptor Coregulator 2; TRb/SRC2 Texas Red total fluorescence interference; Potency, µM (top dose mostly 106 µM), for the others: top-dose fluorescence change, negative = quenching; hit rate 0.29% among 280,000; AID 1479, 2009; active = well fitted curve in either direction with a large enough effect; inconclusive = small, poorly fitted or top-dose-only effect; also: % is scaled to controls: 0 for no effect and ±100 for the full control effect
#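 Human TRβ ligand-binding domain (0.6 uM) and Texas Red SRC2 peptide (20 nM) in Tris buffer with 1 uM T3 and 5% DMSO were incubated with pinned compound for 5 hr at ambient temperature. Total fluorescence was computed as S + 2P (555/632 nm).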
# KDM4E inh = qHTS Assay for Inhibitors of Human Jumonji Domain Containing 2E (JMJD2E); Lysine-specific demethylase 4E (Homo sapiens), B2RXH2; JMJD2E catalytic domain, FDH-coupled NADH fluorescence (FDH is formaldehyde dehydrogenase); Potency, µM (top dose mostly 57.1 µM), for the others: top-dose activity change, negative = inhibition, most hits filed as inhibitors; hit rate 1.6% among 230,000; active = well fitted inhibition curve with a large enough effect, not every such curve was filed as active; inconclusive = small, poorly fitted or top-dose-only effect, or another doubt; inactive = no such curve, though single readings can be large or run the other way;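 also: 0% = wells with enzyme and -100% = buffer wells without enzyme; nearly all actives have a fitted effect of over 50% in size; many of its hits are not listed in these tables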
# Lamin A splicing = qHTS Assay for Modulators of Lamin A Splicing | Potency, µM (titrated, usually from 46.1 µM), without a hit: top-dose ratio change, negative = inhibition, usual class: inhibitors | AID 1487, 2009 | hit rate 0.01% among 200,000 | HeLa LMNA splicing GFP/RFP minigene ratio, 48 h; active = well fitted inhibition curve with a large enough effect in the signal ratio, with a control signal flat, not every such curve was filed as active; inconclusive = small, poorly fitted or top-dose-only effect, or effect the other way, or a change in a side signal; the % refers to the signal ratio; also: % is scaled to controls: 0 for no effect and ±100 for the full control effect
#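 Read-out is the ratio of GFP to DsRed2 object intensity, acquired by 488 nm laser-scanning cytometry on HeLa lamin A-EGFP minigene reporter cells. Compound incubation 48 hrs at 37 °C in Opti-MEM with 2% FBS; DMSO 0.5% final.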
# ALDH1A1 inh = qHTS Assay for Inhibitors of Aldehyde Dehydrogenase 1 (ALDH1A1); Aldehyde dehydrogenase 1A1 (Homo sapiens), P00352; Purified ALDH1A1, NADH fluorescence, propionaldehyde substrate; Potency, µM (top dose mostly 75.3 µM), without a hit: at the highest dose activity, negative = inhibition, usual class: inhibitors; hit rate 7.3% among 220,000; active = well fitted inhibition curve with a large enough effect, not every such curve was filed as active; inconclusive = small, poorly fitted or top-dose-only effect, or another doubt; inactive = no such curve, though single readings can be large or run the other way;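 also: plate controls were no enzyme wells and a reference inhibitor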
# TRb-SRC2 inh = qHTS for Inhibitors of the Interaction of Thyroid Hormone Receptor and Steroid Receptor Coregulator 2 | Thyroid hormone receptor beta (Homo sapiens), P10828 | TRbeta-SRC2 peptide binding, fluorescence polarization; receptor liganded with 1 µM T3 | Potency, µM (series often up to 106 µM), without a hit: at the top dose activity change, negative = inhibition, hits mostly inhibitors | hit rate 0.065% among 280,000 | AID 1469, 2008;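 also: plate controls were bound peptide for no effect and peptide without receptor for full effect; nearly all actives have a fitted effect of over 50% in size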
#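 Quantitative HTS by FP: 0.6 uM TRb LBD, 20 nM labeled SRC2 20-mer, 1 uM T3, 5% DMSO; 5 hr ambient incubation; % activity per concentration and potencies from concentration series.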
# GoLoco inh red = qHTS Assay for Inhibitors of RGS12 GoLoco Motif Activity (Red Fluorophore); Guanine nucleotide-binding protein G(i) subunit alpha-1 (Homo sapiens), P63096; Gai1:RGS12 GoLoco peptide FP, rhodamine, 10 min; Potency, µM (titrated, usually from 61.6 µM), without a hit: at the highest dose activity, negative = inhibition, usual class: inhibitors; hit rate 0.44% among 230,000; active = well fitted inhibition curve with a large enough effect, not every such curve was filed as active; inactive = no such curve, though single readings can be large or run the other way; also: % is scaled to controls: 0 for no effect and ±100 for the full control effect; nearly all actives have a fitted effect of over 30% in size; many of its hits are not listed in these tables
# Target sequence (P63096 whole entry, looked up): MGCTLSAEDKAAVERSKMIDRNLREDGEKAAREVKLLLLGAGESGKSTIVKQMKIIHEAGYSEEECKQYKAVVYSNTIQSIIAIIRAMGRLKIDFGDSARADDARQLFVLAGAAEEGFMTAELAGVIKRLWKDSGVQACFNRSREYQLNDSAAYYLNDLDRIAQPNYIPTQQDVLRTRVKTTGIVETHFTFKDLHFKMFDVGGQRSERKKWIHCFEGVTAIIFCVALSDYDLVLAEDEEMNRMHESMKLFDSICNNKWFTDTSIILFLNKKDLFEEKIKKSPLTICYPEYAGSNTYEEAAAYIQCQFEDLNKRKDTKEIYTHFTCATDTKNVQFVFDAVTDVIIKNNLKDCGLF
# SMN2 splice up = qHTS Assay for Enhancers of SMN2 Splice Variant Expression; hit rate 2.8% among 210,000; Potency, µM (highest dose often 46.1 µM), for inactives: top-dose activity change, positive = activation, usual class: activators; HEK293 SMN2-luciferase splicing reporter, luminescence, 30-36 h; also: % of control where 0% means no effect; nearly all actives have a fitted effect of over 55% in size
#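 HEK293 cells carry an SMN2 […]–luciferase reporter in which exon 7 inclusion puts luciferase in frame. Cells were plated 10-12 h before compound addition, then incubated 30-36 h at 37C. ONE-Glo luminescence was read; sodium butyrate at 4.5 mM final served as control.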
# An asterisk follows results filed as active; i = inactive; ? = inconclusive; . = no result given; & = joins results of further samples; [ ] = remark or other dose. Unless noted, calls follow the shape of the dose curve; as a rule, active = well fitted curve in the direction sought with a large enough effect; inconclusive = small, poorly fitted or top-dose-only effect, or another doubt; inactive = no such curve, though single readings can be large; an effect the other way counts as inactive or inconclusive. Potency is read from the fitted curve at half-maximal effect. This is a subset (hit frequency here may not be typical).
SMILES,RECQ1 inh,TR SRC2 fluor cs,KDM4E inh,Lamin A splicing,ALDH1A1 inh,TRb-SRC2 inh,GoLoco inh red,SMN2 splice up
Cc1ccc2nc(SCC(=O)Nc3cccc(S(=O)(=O)N(C)C)c3)[nH]c2c1,-14%,-15%,?,?,-10%,3%,-3%,-33%[inhibitor]
Cc1cc(NC(=O)CN2CCC(O)(c3cccc(F)c3)CC2)no1,0%,-1%,-10%,-5%,?,0%,-5%,1%
COc1ccc(-n2nc3ccccc3n2)cc1,-11%,-1%,-7%,6%,5%,-2%,-4%,7%
O=C(Nc1ccc(C(F)(F)F)cc1)c1cnc(N2CCN(c3ccccn3)CC2)c2ccccc12,-14%,-2%,.,.,-4%,2%,10%,-33%[inhibitor]
CCC(C)NC(=O)CSc1nnc(-c2ccc(C(C)(C)C)cc2)n1C (configuration not stated),i,-3%,-9%,-11%,-4%,3%,7%,-19%
Cn1c(=O)oc2cc(S(=O)(=O)NCCC(=O)N3CCc4ccccc43)ccc21,-14%,-6%,-5%,1%,-1%,5%,7%,-6%
Cc1noc(C)c1COC(=O)c1cnc(Cl)c(Cl)c1,i,-2%,9%,11%[46 µM],0.56µM*,-7%,-15%,0%
COc1cccc2c1C(=O)C=C(C)C2=O,7%,-6%,-13%,?,?,7%,6%,-27%
COc1ccc(CNC(=O)COC(=O)c2ccc(F)c(S(=O)(=O)N3CCCCC3)c2)cc1OC,-14%,0%,4%,.,.,0%,1%,.
CN(CC(=O)NCc1ccco1)S(=O)(=O)c1cccc2cccnc12,-9%,-4%,-12%,0%,-16%,-7%,8%,-15%
O=C(Nc1cccc(Cl)c1)N(CCCN1CCOCC1)Cc1ccccc1F,i,2%,-6%,-16%,-13%,-7%,0%,16%
CCN(CC)C(=O)Cn1cc(C(=O)C2CC2)c2ccccc21,i,3%,-7%,11%[46 µM],3%,4%,11%,.
O=C(NCc1ccc(F)cc1)c1ccc(Br)o1,0%,-1%,6%,.,16%,0%,2%,2%
CCOc1ccc(S(=O)(=O)N2Cc3ccccc3CC2C(=O)O)cc1 (configuration not stated),-13%,-3%,-2%,.,.,7%,-59%,.
CC1(C)Cc2nc(Cl)c(C(N)=O)cc2CO1,-2%,0%,14%,.,.,4%,0%,.

# Gathered by group, the compounds so far with a Cl atom.
SMILES,RECQ1 inh,TR SRC2 fluor cs,KDM4E inh,Lamin A splicing,ALDH1A1 inh,TRb-SRC2 inh,GoLoco inh red,SMN2 splice up
Cc1noc(C)c1COC(=O)c1cnc(Cl)c(Cl)c1,i,-2%,9%,11%[46 µM],0.56µM*,-7%,-15%,0%
O=C(Nc1cccc(Cl)c1)N(CCCN1CCOCC1)Cc1ccccc1F,i,2%,-6%,-16%,-13%,-7%,0%,16%
CC1(C)Cc2nc(Cl)c(C(N)=O)cc2CO1,-2%,0%,14%,.,.,4%,0%,.

# Quoted from the listing.
# O=C(NCc1ccc(F)cc1)c1ccc(Br)o1 – GoLoco inh red = 2%
# CC1(C)Cc2nc(Cl)c(C(N)=O)cc2CO1 – TRb-SRC2 inh = 4%

# Carrying on:
SMILES,RECQ1 inh,TR SRC2 fluor cs,KDM4E inh,Lamin A splicing,ALDH1A1 inh,TRb-SRC2 inh,GoLoco inh red,SMN2 splice up
Cc1ccc(C)c(N(C)S(=O)(=O)c2cccc3nsnc23)c1,-4%,2%,7%,?,8%,2%,-7%,-17%
CCOP(=O)(c1ccccc1)c1nc(-c2ccccc2C)oc1N1CCCCC1 (configuration not stated),?,-5%,?,-2%,-10%,3%,10%,7%
CCN(CC)c1ccc(C2C(C(=O)OC)=C(C)NC(C)=C2C(=O)OC)cc1,-10%,1%,-15%,-4%,?,3%,-12%,1%
CN(CC(=O)NCCc1ccc(F)cc1)Cc1cccs1,i,-4%,-7%,.,1%,3%,-2%,6%
FC(F)(F)c1ccc(/C=N/N2CCN(Cc3ccccc3)CC2)cc1,-11%,3%,7%,?,-1%,4%,-2%,-23%
O=S(=O)(c1ccccc1)c1nc(NC2CC2)sc1Cl,40µM*,0%,-9%,?,-14%,6%,-2%,-32%[inhibitor]
O=C1CC(NCC2CCCO2)C(=O)N1c1ccc(F)cc1 (configuration not stated),i,-1%,-3%,.,?,3%,-5%,10%
CC(CCCCC(=O)Nc1ccc(C(F)(F)F)cc1)NCCc1cnc[nH]1 (configuration not stated),-3%,-3%&-1%,6%,.,-9%,8%&-2%,12%&4%,-4%
CC1(C)C(=O)Nc2ccccc2N1C(=O)CN1C(=O)NC(CCc2ccccc2)C1=O (configuration not stated),-17%,-1%,-24%,.,5%,-5%,10%,0%
CC1CCCN(CCC(=O)Nc2ccc(Br)cc2)C1 (configuration not stated),-6%,0%,-1%,0%,-1%,-9%,3%,?
CCOC(=O)c1cccc(NC(=O)CNS(=O)(=O)c2cccs2)c1,i,-2%,1%,-9%,-5%,-2%,16%,19%
CN(C(=O)CSc1nnc(-c2ccc(Cl)cc2)n1CC1CCCO1)C1CCS(=O)(=O)C1 (configuration not stated),i,-1%,1%,.,8%,-7%,4%,3%
CC(OC(=O)c1snc(C(=O)NC2CCCCC2)c1N)C(=O)NC(C)(C)C (configuration not stated),-4%,1%,?,?,?,2%,-8%,-79%[inhibitor]
COc1ccc(/C=N/n2c(=O)[nH]c3c([nH]c4ccc(Cl)cc43)c2=O)cc1CN1CCCCC1,-4%,-2%,?,.,9%,-5%,12%,.
CSc1ccc(Cl)c(C(=O)Nc2nccs2)c1,-13%,-2%,?,.,.,-6%,-7%,.
CCOC(=O)c1cc2c(=O)n3ccccc3nc2n(Cc2ccco2)c1=NC(=O)c1ccc(OC)cc1OC,-13%,-2%,?,-2%[9.22 µM],?,1%,17%,4%
CC1C2NC(=O)N(Cc3ccccc3)C1(C)Oc1ccccc12 (configuration not stated),-1%,-1%,-2%,?,9%,1%,-9%,-19%
N#Cc1cccc(N=Cc2c(O)ccc3ccccc23)c1,-4%,-1%[53 µM],?,?,?,-3%[53 µM],-3%,17%
O=C1CC(c2ccccc2)CC(O)=C1C=Nc1ccccc1O (configuration not stated),0%,-2%,-2%,.,-3%,0%,44%[activator],1%
CCn1c(SCC(=O)c2ccc(C)cc2)nnc1-c1ccoc1C,-3%,5%,-14%,-5%,?,-20%,-1%,-8%
O=C(CSc1nc2[nH]ncc2c(=O)[nH]1)NCCc1ccccc1,-1%,1%,-1%,22%[9.22 µM],0%,-9%,1%,-24%
O=C(Oc1c(CN2CCOCC2)cc(Cl)c2cccnc12)c1ccccc1Br,-4%,-1%,?,.,-8%,-11%,1%,.
CC1=CC(C)(C)Nc2ccc(OC(=O)C(Cc3ccccc3)N3C(=O)c4ccccc4C3=O)cc21 (configuration not stated),-14%,0%,-9%,?,-2%,4%,5%,-51%[inhibitor]
O=C(NCc1ccco1)/C(=C/c1cccc(C(F)(F)F)c1)c1nc2ccccc2[nH]1,0%,4%,?,?,?,-7%,1%,-81%[inhibitor]
NC(=O)CN1C(=O)C2C3c4ccccc4C(c4ccccc43)C2C1=O (configuration not stated),-8%,1%,9%,-5%,11%,-6%,-6%,-1%
CCSc1n[nH]c(=S)s1,-1%,1%,25µM*,-5%[46 µM],1.8µM*,1%,-43%,.
O=C(N/N=C1\CCCc2ccccc21)c1ccccc1[N+](=O)[O-],i,2%,-6%,0%,-11%,-5%,1%,-9%
CC1CCCC(NC(=O)COC(=O)/C=C/c2ccc3c(c2)OCO3)C1C (configuration not stated),-2%,-1%,?,-4%,-10%,8%,1%,2%
CCn1cnc2sc(C(=O)Oc3ccc(Br)cc3)c(C)c2c1=O,-1%,-2%,-8%,.,14%,-5%,6%,-6%
Cc1cccc(C(=O)NC(=S)NNC(=O)Cc2ccccc2)c1,-8%,1%,-6%,?,?,-1%,-3%,-58%[inhibitor]
CCOC(=O)C1=C(C)Nc2ccccc2S1,-9%,-1%,-7%,.,.,9%,11%,.
Cc1ccc(C(=O)Nc2nnc(COc3ccccc3)s2)cc1,-2%,0%,1%,8%[46 µM],?,-3%,-11%,.
COCCn1c(=O)c(C)nc2cnc(Nc3cccc(OC)c3)nc21,i,.,.,-6%,5%,.,5%,.
O=C(N/N=C/c1ccc(O)c(O)c1)C1c2ccccc2Oc2ccccc21,-27%,-3%,14µM*,4%,6%,8%,2%,6%
CC(C)C(C(=O)Nc1ccc(S(N)(=O)=O)cc1)N1C(=O)c2ccccc2C1=O (configuration not stated),i,0%,-7%,.,17%,0%,-4%,2%
CC(C)=NNC1=NC(C)(C)Cc2ccccc21,0%,-5%,?,.,.,4%,-1%,.
CCCn1c(CCC(=O)O)ccc1-c1ccc(OC)cc1,-21%,4%,?,?,?,10%,80%[activator],-18%
Cc1ccc(S(=O)(=O)N(C)CC(=O)Nc2ccncc2)cc1,-9%,1%,?,?,5%,9%,12%,2%

# Whole records from above:
# Cc1ccc(S(=O)(=O)N(C)CC(=O)Nc2ccncc2)cc1 is entered as RECQ1 inh = -9%; TR SRC2 fluor cs = 1%; KDM4E inh = ?; Lamin A splicing = ?; ALDH1A1 inh = 5%; TRb-SRC2 inh = 9%; GoLoco inh red = 12%; SMN2 splice up = 2%
# Cc1ccc(C(=O)Nc2nnc(COc3ccccc3)s2)cc1 is entered as RECQ1 inh = -2%; TR SRC2 fluor cs = 0%; KDM4E inh = 1%; Lamin A splicing = 8%[46 µM]; ALDH1A1 inh = ?; TRb-SRC2 inh = -3%; GoLoco inh red = -11%; SMN2 splice up = .
